# E-selectin induc: E-selectin induction on HUVECs; AID 686992; actives 0.37% (n = 260,000); P16581; HUVEC E-selectin immunofluorescence imaging; normalized: neutral wells 0, TNF-alpha wells 100; activation, % at 7.58 µM;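 active = mean E-selectin-positive cell signal at least 10% of the positive control, reached in at least 60% of replicates, without over 20% cell loss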;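 also: in these data hits start at about 27%; measured in HUVEC primary endothelial cells; signal is the percent of cells scored E-selectin positive by PE staining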
#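 Test system: HUVEC; input: 3,000 HUVEC/well; measured by: immunofluorescence imaging; read-out: % PE-positive cells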
# esBAF inh: blocks esBAF chromatin remodeling in mouse ES cells | actives 2% (n = 350,000) | AID 602393 | Bmi1-luciferase knock-in reporter, 24 h; 100% = twice the neutral-well signal | reporter increase, % at 12.5 µM; in the data active = activation above about 40%;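 also: 0% = median of the plate's neutral control wells and 100% = double that signal; a rise in the Bmi1 reporter signal indicates esBAF inhibition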
# RAD52 inh: blocks human RAD52 DNA annealing. P43351. recombinant RAD52 DNA annealing, FRET fluorescence. inhibition, % at 18.7 µM. actives 0.46% (n = 360,000). AID 651710;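 active = every replicate showing at least 50% inhibition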
# ERAP1 inh: blocks human ERAP1 aminopeptidase activity; recombinant ERAP1, Leu-AMC fluorescence, 60 min; inhibition, % at 10.7 µM; actives 0.15% (n = 340,000); AID 652197;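 active = mean replicate inhibition of at least 30%, or all replicates individually reaching that 30% level; inactive = mean below 30% and not every replicate reaching it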;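 also: 0% = neutral control wells and 100% = L-leucinethiol positive control wells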
# S100A4 MyoIIA: inhibitors of human S100A4 binding to myosin IIA peptide | actives 0.14% (n = 360,000) | AID 652163 | inhibition, % at 10.7 µM | S100A4/TAMRA-MyoIIA peptide fluorescence polarization;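 active = mean inhibition of at least 70% across replicates, with every replicate also reaching that level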
# Target sequence (P26447 whole entry, looked up): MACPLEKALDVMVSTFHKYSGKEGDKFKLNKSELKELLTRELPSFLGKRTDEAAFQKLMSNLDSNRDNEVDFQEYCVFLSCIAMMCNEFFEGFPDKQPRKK
#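 Material: S100A4 monomer protein / Buffer or medium: 50 mM HEPES pH 7.2, 10 mM CaCl2, 100 mM KCl / Times: 5 min incubation before reading / Benchmarks: neutral control DMSO, positive control TFP / Reagent: labelled myosin peptide probe, 5 nM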
# RAD54 branch: blocks human RAD54 Holliday junction branch migration | Q92698 | FAM/BHQ fluorescence | inhibition, % at 10.4 µM | actives 0.14% (n = 360,000) | AID 602329;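 active = mean normalized replicate activity at least 40 and at least half of replicates scoring 40 or more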;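 also: 0% = median of neutral control wells and 100% = median of positive control wells; inhibitors cause a drop in the FAM fluorescence signal; in these data hits start at about 50%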
# Target sequence (Q92698 whole entry, looked up): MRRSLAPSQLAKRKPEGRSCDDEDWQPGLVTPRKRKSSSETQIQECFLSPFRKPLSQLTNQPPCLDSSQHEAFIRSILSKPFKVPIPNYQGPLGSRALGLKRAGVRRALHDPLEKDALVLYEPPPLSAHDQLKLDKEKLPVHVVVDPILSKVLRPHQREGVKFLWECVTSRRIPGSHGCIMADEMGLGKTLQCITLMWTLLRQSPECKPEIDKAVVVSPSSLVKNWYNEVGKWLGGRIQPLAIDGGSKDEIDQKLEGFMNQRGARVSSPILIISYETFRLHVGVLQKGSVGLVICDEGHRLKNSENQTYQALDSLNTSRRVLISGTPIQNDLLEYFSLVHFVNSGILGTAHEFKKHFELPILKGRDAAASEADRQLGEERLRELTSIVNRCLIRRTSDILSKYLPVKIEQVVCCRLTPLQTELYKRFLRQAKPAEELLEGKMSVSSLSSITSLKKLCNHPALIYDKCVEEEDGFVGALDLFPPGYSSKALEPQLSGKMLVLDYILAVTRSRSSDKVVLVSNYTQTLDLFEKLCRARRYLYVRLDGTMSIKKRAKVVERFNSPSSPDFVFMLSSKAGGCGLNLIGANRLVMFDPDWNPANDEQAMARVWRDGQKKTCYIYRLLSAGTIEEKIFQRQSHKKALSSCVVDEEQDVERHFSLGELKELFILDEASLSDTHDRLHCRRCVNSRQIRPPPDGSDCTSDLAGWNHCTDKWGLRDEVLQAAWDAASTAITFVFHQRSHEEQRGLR
# ERp5 inh: inhibitors of human ERp5; Q15084; ERp5 insulin aggregation, absorbance 650 nm, 90 min; inhibition, % at 9.99 µM; actives 0.05% (n = 350,000); AID 651711;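 active = mean replicate inhibition above about 25%, with every replicate also reaching it, limit read from the data, passing the limit was not always enough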
# XiGFP reactiv: X-chromosome reactivation activator; activation, % at 7.58 µM; actives 0.055% (n = 360,000); XiGFP mouse fibroblasts, % GFP-positive cells imaging, 3 d; cells co-treated with 5-aza-dC sensitizer; scaled so ellipticine positive control = 100%;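 active = mean normalized replicate activation at least 10% and every replicate at or above 10%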;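 also: 0% = median of on-plate neutral control wells and 100% = ellipticine 6 µM median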
#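 Material: SV40-immortalized XiGFP fibroblast cells, line 68-5-11 | Buffer or medium: DMEM containing 5-aza-dC | Dosing: One concentration, pinned | Times: 3 d treatment, 15 min room-temperature fixation | Controls: Ellipticine 6 µM positive control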
# An asterisk follows results filed as active; / = no result given; & = joins results of further samples.
SMILES,E-selectin induc,esBAF inh,RAD52 inh,ERAP1 inh,S100A4 MyoIIA,RAD54 branch,ERp5 inh,XiGFP reactiv
C[C@H](CO)N1C[C@H](C)[C@H](CN(C)S(C)(=O)=O)Oc2c(NC(=O)c3cnccn3)cccc2C1=O,0.0,3,-3,1,4,-3,-5,0.0
CCN1CCc2c(sc(NC(=O)CN3C(=O)c4ccccc4C3=O)c2C(N)=O)C1,/,4,22,4,-3,12,3,0.0
CCOc1ccc(S(=O)(=O)N(CC(=O)NCC(F)(F)F)Cc2ccco2)cc1,/,/,-12,0,-1,/,7,0.0
COc1ccc2c3c([nH]c2c1)[C@@H](CO)N(C(=O)C1CC1)CC31CN(Cc2nccs2)C1,-0.3,/,5,0,10,/,-10,0.2
COC(OC)c1ccc(C#N)c(=O)[nH]1,0.1,/,-10,-1,4,/,1,0.3
C[C@@H]1CCCCO[C@@H](CN(C)Cc2ccc(Cl)c(Cl)c2)[C@@H](C)CN([C@@H](C)CO)C(=O)c2cc(NS(=O)(=O)c3ccc(Cl)cc3)ccc2O1,/,/,-40,0,0,/,3,0.1
C[C@@H]1CCCCO[C@H](CN(C)C(=O)Nc2ccccc2)[C@H](C)CN([C@@H](C)CO)C(=O)c2cc(NC(=O)Nc3ccc(C(F)(F)F)cc3)ccc2O1,-0.2,/,4,-1,-12,/,2,0.3
Cc1ccc(OCC(=O)NNC(=S)NC(=O)C2CC2)c(C)c1,0.6,-41,-12,3,-2,2,1,0.1
N#Cc1nc(-c2ccccc2)oc1NCCCn1ccnc1,0.1,4,2,3,-29,2,1,0.0
CC(C)C12CN3CC(C(C)C)(CN(C1)C3c1ccc3c(c1)OCO3)C2=O (configuration not stated),/,-8,11,-6,-1,-1,0,/
C[C@@H]1CN([C@H](C)CO)C(=O)c2cccc(NS(=O)(=O)c3cccs3)c2O[C@@H]1CN(C)Cc1ccc(-c2ccccc2)cc1,-3.0,-3,-4,3,-7,-9,3,-1.3
CO[C@@H]1CN(C)C(=O)c2cc(NS(=O)(=O)Cc3ccccc3)ccc2OC[C@@H](C)N(Cc2cccnc2)C[C@H]1C,0.2,-28,-1,5,65,-4,1,0.0
CN(C)S(=O)(=O)c1ccc(N2CCCC2)c(C(=O)OCC(=O)NC2CCCCC2)c1,-1.1,0,0,3,-2,-6,4,0.1
CC(=O)Nc1ccc2c(c1)C(=O)N(c1cccc(C)c1)C2=O,-0.1,5,-16,0,-2,/,-2,-0.1
COc1ccc(-c2c[n+](CC(=O)c3ccccc3)c3n2CCCCC3)cc1,0.2,/,-4,5,3,/,6,0.4
COc1ccccc1C#Cc1ccc([C@H]2[C@H](CO)N3CCCCN(C(=O)C4CC4)C[C@@H]23)cc1,/,/,38,5,4,0,3,/
C[C@H](CO)N1C[C@H](C)[C@@H](CN(C)C(=O)Nc2ccc3c(c2)OCO3)Oc2c(NC(=O)Nc3ccc(C(F)(F)F)cc3)cccc2C1=O,0.4,12,4&1,-2&-8,-3&5,10,-7&3,0.8
C[C@@H]1CCCCO[C@@H](CN(C)C(=O)Cc2ccccc2)[C@@H](C)CN([C@@H](C)CO)C(=O)c2cc(NC(=O)NC3CCCCC3)ccc2O1,0.9,1,/,/,/,-2,/,-0.4
N#Cc1ccc(OCC(=O)OCC(=O)NC2CC2)cc1,/,-6,-1,-5,1,-6,-9,0.1
CCOc1ccc(S(=O)(=O)Nc2ccccc2C(=O)N2CCCC2)cc1,-3.4,-1,-23,2,-2,0,3,0.0

# 5 of these compounds in another layout:
structure | E-selectin induc | esBAF inh | RAD52 inh | ERAP1 inh | S100A4 MyoIIA | RAD54 branch | ERp5 inh | XiGFP reactiv
C[C@H](CO)N1C[C@H](C)[C@H](CN(C)S(C)(=O)=O)Oc2c(NC(=O)c3cnccn3)cccc2C1=O | 0.0 | 3 | -3 | 1 | 4 | -3 | -5 | 0.0
N#Cc1ccc(OCC(=O)OCC(=O)NC2CC2)cc1 | / | -6 | -1 | -5 | 1 | -6 | -9 | 0.1
Cc1ccc(OCC(=O)NNC(=S)NC(=O)C2CC2)c(C)c1 | 0.6 | -41 | -12 | 3 | -2 | 2 | 1 | 0.1
CCN1CCc2c(sc(NC(=O)CN3C(=O)c4ccccc4C3=O)c2C(N)=O)C1 | / | 4 | 22 | 4 | -3 | 12 | 3 | 0.0
CCOc1ccc(S(=O)(=O)Nc2ccccc2C(=O)N2CCCC2)cc1 | -3.4 | -1 | -23 | 2 | -2 | 0 | 3 | 0.0

# (further entries)
SMILES,E-selectin induc,esBAF inh,RAD52 inh,ERAP1 inh,S100A4 MyoIIA,RAD54 branch,ERp5 inh,XiGFP reactiv
CCn1c2c(n(C(C)=O)c1=O)C[C@@H](c1ccccc1)[C@@H](C)[C@@H](C(=O)N1CCCC1)C2,-0.2,/,-6,0,-3,/,3,0.0
CN(C)S(=O)(=O)c1ccc(C(=O)Nc2cc(=O)n(C)c(=O)n2C)cc1,-2.1,-2,-1,10,-5,7,3,0.6
COc1ccc(-c2oc3ccccc3c2C(=O)Oc2ccccc2)cc1,0.6,40,-19,10,0,3,3,0.1
COc1ccc(NC(=O)C2CCOC(C)(C)C2)cc1 (configuration not stated),/,/,-2,/,-3,0,0,-0.1
CN(C(=O)c1cccc(NC(=O)Cc2ccc(NC(=O)C3CCCN(S(=O)(=O)c4cccc([N+](=O)[O-])c4)C3)cc2)c1)C1CCC1 (configuration not stated),-0.7,0,-16,-2,2,5,1,-0.1
O=C(C[C@@H]1CC[C@@H]2[C@H](COC[C@@H](O)CN2C(=O)c2ccccc2F)O1)NCc1ccc(-c2ccccc2)cc1,-0.1,11,/,/,/,6,/,0.4
CCOc1ccc(CCN2C(=S)N([C@@H](Cc3ccc(O)cc3)CN3CCC[C@@H]3CN3C(=S)NC[C@@H]3Cc3ccccc3)C[C@@H]2Cc2ccccc2)cc1,0.0,6,-9,0,-10,3,-2,0.0
C[C@H]1CN([C@@H](C)CO)C(=O)c2ccccc2-c2ccccc2CO[C@H]1CN(C)C(=O)[C@H](Cc1ccccc1)N(C)C,0.4,2,6,1,1,2,-1,0.2
CC(NS(=O)(=O)c1ccc(Cl)cc1)C(=O)OCC(=O)c1ccc[nH]1 (configuration not stated),0.7,-7,5,-1,-4,2,4,0.2
O=C(Nc1cccc(F)c1)N1C[C@@H]2[C@H](c3ccccc31)[C@H](CO)N2C(=O)C1CCOCC1,0.7,8,4,2,-4,10,-2,0.2
CC(OC(=O)c1cc(=O)[nH]c2ccccc12)C(=O)c1ccccc1 (configuration not stated),/,1,-13,5,-2,3,-4,0.0
CCOC(=O)C1(Cc2ccc(OC)cc2)CCN(C(=O)c2ccoc2C)CC1,-0.1,/,-8,-4,-6,0,-3,0.0
COc1cccc(-c2ccc3c(c2)[C@H]2[C@H](CCN2C(=O)c2ccccn2)[C@H](CO)N3)c1,-0.3,45*,-25,3,8,-7,11,0.2
O=C(CC1CCCCC1)NCCS(=O)(=O)N1CCN(c2ccccc2)CC1,/,-5,-6,0,-19,-14,0,0.0
CCOC(=O)N1CCN(CCC(=O)Nc2ccc(F)c(F)c2)CC1,/,-3,-2,-3,-1,0,0,0.0
CC(=O)N1CC(=O)N(CC(=O)Nc2ccc(Br)cc2)C1=S,1.3,10,-10,3,-9,-2,3,0.1
C#CCOCCOCCOCCNc1nc(N2CCOCC2)nc(N2CCN(C(=O)[C@H](CCC(=O)O)n3cc(C(N)[C@H](C)CC)nn3)CC2)n1 (some centres not stated),-0.2,1,-15,-8,-1,-13,2,0.0
COc1cc(SC)ccc1C(=O)Nc1ccc(Cl)cn1,/,-80,-7,7,3,-10,-4,0.1
COC(=O)CCCC1=CC2=C(c3ccccc3)C(=O)C(C)(OC(=O)C3CCCC3)C(=O)C2=CN1CCc1c[nH]c2ccccc12 (configuration not stated),0.1,1,-31,0,1,2,4,-0.5
CC(C)CC1NC(=O)c2cc3ccccc3cc2-n2c1nc1ccc(F)cc1c2=O (configuration not stated),0.0,0,9,-2,-1,-15,4,-0.2
CCC(=NCc1ccc(Cl)c(Cl)c1)c1nc(-c2ccco2)oc1O,/,4,-23,0,2,-4,-1,-0.1
Cc1nc2ccccc2n1CC(=O)OCC(=O)NCc1ccccc1,0.0,/,-1,3,-2,/,-8,0.0
N#C/C(=C1/CCCCCN1)c1nnc2n1CCCCC2,/,/,3,-2,-1,/,3,/
Cc1c(NC(=O)c2ccc(S(=O)(=O)N3CCOCC3)cc2)cccc1[N+](=O)[O-],/,-5,-11,5,7,-8,5,0.0
C[C@@H]1CN([C@H](C)CO)C(=O)c2cccc(NC(=O)Nc3ccc(C(F)(F)F)cc3)c2O[C@H]1CN(C)CC1CC1,-11,1,4,-2,-5,3,1,-0.1
CCOc1ccccc1N1CC(C(=O)NC2CCCCCC2)CC1=O (configuration not stated),0.0,/,-10,1,1,-7,-2,-0.1
COc1ccc(CN(C)C(C)C(=O)NC2CCCc3ccccc32)cc1 (configuration not stated),-0.3,/,-8,-1,-1,/,0,0.0
CN(C)CC(=O)N1[C@@H](C#N)[C@H](c2ccc(C#CC3CCCC3)cc2)[C@@H]1CO,0.0,-7,26,3,2,1,0,0.0
Cc1ccc(C)c(S(=O)(=O)N2CCN(C(=O)c3sccc3C)CC2)c1,-0.1,-2,-11,1,2,0,3,-0.1
O=C(O)c1cccc(C(=O)O)c1S(=O)Cc1ccccc1 (configuration not stated),0.4,/,3,-6,-4,/,3,-0.1
CC(=O)Oc1ccc(C2(C)CC(C)(C)Oc3cc(OC(C)=O)ccc32)c(OC(C)=O)c1 (configuration not stated),/,-3,-18,1,-4,-4,0,-0.1
O=C(C[C@H]1CC[C@@H]2[C@H](COC[C@@H](O)CN2Cc2ccc(Oc3ccccc3)cc2)O1)Nc1nccs1,0.1,3,1,1,7,5,0,0.0
COc1ccc(N2C(=O)c3[nH]nc(-c4ccccc4)c3C2c2cccc(C(F)(F)F)c2)cc1 (configuration not stated),-0.2,/,-11,-1,2,/,6,0.8
CCCC(=O)N1CCC1(C)C(=O)NS(=O)(=O)c1cccc(C)c1 (configuration not stated),3.0,-6,-2,3,0,-6,3,0.0
Cc1ccc(NC(=S)N2CCN(S(=O)(=O)c3ccc(F)cc3)CC2)cc1,-0.1,3,-12,-3,0,7,-1,0.3
NS(=O)(=O)c1ccc(CNC(=O)/C=C/c2cccc(Cl)c2)cc1,-0.3,-6,/,/,/,2,/,0.0
COc1cc(/C=N/NC(=O)c2cccnc2)cc2c1OCO2,/,-5,-5,6,-3,12,-1,0.1
Cc1ccc(C)c(NC(=S)N2CCN(c3ccccn3)CC2)c1,/,-3,-9,0,-5,-19,3,0.0
CCC(=O)c1ccc(OCC(=O)OCC(=O)N2c3ccccc3NC(=O)C2(C)C)cc1,1.0,/,8,2,0,/,0,0.3
Cc1ccc(C(=O)COc2ncnc3cc(Cl)ccc23)cc1,0.3,36,-16,0,1,4,-3,0.0
COc1ccc(OCCCC(=O)Nc2cc(Cl)ccc2-n2cncn2)cc1,0.4,-10,-10,1,-9,-1,-1,0.0
CN(C)CC#Cc1ccc([C@@H]2[C@H]3CN(C(=O)Nc4ccccc4F)CCCCN3[C@H]2CO)cc1,0.5,5,42,-1,10,10,-2,-0.1
C[C@@H]1CCCCO[C@@H](CN(C)C(=O)Cc2ccccc2)[C@H](C)CN([C@@H](C)CO)C(=O)c2cc(NS(=O)(=O)c3ccc(F)cc3)ccc2O1,0.6,4,/,/,/,-16,/,0.1
CCC(=O)N(C)C[C@@H]1Oc2ncc(-c3ccc(C#N)cc3)cc2C(=O)N([C@@H](C)CO)C[C@@H]1C,0.3,-2,-2,-2,-4,3,4,0.1

# Source: PubChem (Broad Institute)
